# hIAP block: blocks human intestinal alkaline phosphatase | P09923 | purified IAP, CDP-Star luminescence, 30 min | inhibition, % at 10 µM | 330,000 tested, 0.12% active | AID 2544;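 active means inhibition reaching a set limit with compound at 10 µM in the primary screen, cut at about 35% in these data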;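 further: plate controls were DMSO wells with enzyme for no effect and no-enzyme buffer wells for full effect; values of inactives mirror those of a sister screen read the other way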
# Target sequence (P09923 whole entry, looked up): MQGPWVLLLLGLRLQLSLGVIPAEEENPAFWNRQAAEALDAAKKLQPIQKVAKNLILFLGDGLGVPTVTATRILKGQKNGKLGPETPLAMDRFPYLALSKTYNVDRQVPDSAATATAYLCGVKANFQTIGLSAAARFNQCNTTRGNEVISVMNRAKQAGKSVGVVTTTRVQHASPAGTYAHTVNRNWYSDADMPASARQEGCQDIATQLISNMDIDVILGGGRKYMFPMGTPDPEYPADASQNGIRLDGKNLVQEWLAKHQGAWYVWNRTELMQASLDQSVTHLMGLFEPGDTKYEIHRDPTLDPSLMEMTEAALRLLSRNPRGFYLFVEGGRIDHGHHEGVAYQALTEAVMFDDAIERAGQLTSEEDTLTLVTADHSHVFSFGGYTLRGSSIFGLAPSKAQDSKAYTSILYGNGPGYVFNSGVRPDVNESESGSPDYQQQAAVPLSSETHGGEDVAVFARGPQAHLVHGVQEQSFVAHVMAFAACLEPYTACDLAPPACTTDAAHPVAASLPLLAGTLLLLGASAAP
# APOBEC3A inh: human APOBEC3A DNA deaminase inhibition; recombinant A3A, FAM/TAMRA ssDNA deamination fluorescence; inhibition, % at 20 µM; 330,000 tested, 0.41% active; AID 493011;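 active means at least 40% inhibition at 20 µM here, with at most 30% in a related deaminase screen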;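 further: plate controls were A3A with DMSO for no effect and wells lacking A3A enzyme for full effect; some results filed as inactive read as strong as hits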
# beta cell repl: inducers of beta-cell replication in MIN6 cells. MIN6 cells proliferation, ATPlite luminescence, 48 h; cells starved in 0.2% serum; 100% = growth in 10% serum. proliferation, % at 10 µM. 330,000 tested, 0.29% active;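 active means compounds whose signal lies at least 3.5 SD above the mean of all wells on their plate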;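 further: 0% = DMSO-treated cells in low-serum medium and 100% = 10% serum control; some compounds called inactive have numbers as strong as hits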
# mIAP block: mouse IAP inhibition; purified mouse IAP, CDP-Star luminescence, 30 min; inhibition, % at 10 µM; 330,000 tested, 0.2% active; AID 2806;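 active means inhibition of at least 40% at 10 µM in the primary screen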;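 further: plate controls were DMSO with enzyme for no effect and no enzyme wells for full effect; values of inactives mirror those of a sister screen read the other way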
# NLRP3 yeast inh: NALP3 inhibition in yeast; Yeast reconstituted NLRP3/ASC/caspase-1, beta-gal luminescence, 24 h; inhibition, % at 10 µM; 330,000 tested, 0.39% active; AID 2825;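 active means inhibition of 50% or more; inactive means inhibition below 50%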;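 further: plate controls were induced DMSO wells for no effect and uninduced yeast grown without galactose for full effect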
# mIAP act: mouse IAP activation | muIAP, CDP-Star luminescence, 30 min; stronger effect = higher value; 1 = vehicle-only enzyme signal, 0 = enzyme-free wells | activation factor at 10 µM | 330,000 tested, 0.24% active;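 active means activation factor of at least 2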; further: the source names both 10 and 20 µM as test concentration; values of inactives mirror those of a sister screen read the other way
#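 Assay system: mouse IAP enzyme; Reagent: CDP-Star chemiluminescent phosphatase substrate; Compound: DMSO-dissolved test compounds; Incubation: 30 min, room temperature; Technique: luminescence from enzymatic CDP-Star hydrolysis; Controls: DMSO-only wells and no-enzyme negative control.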
# tim10-1 inh: growth inhibitors of tim10-1 mutant yeast. S. cerevisiae tim10-1 ts strain growth, BacTiter-Glo, 24 h. inhibition, % at 20 µM. 330,000 tested, 2.2% active;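 active means inhibition of at least 40%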;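 further: mutant grown at 25 °C; 0% = DMSO wells with yeast and 100% = wells holding no yeast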
# TIM10 inh: TIM10 yeast growth inhibition; inhibition, % at 10 µM; S. cerevisiae TIM10 strain growth, BacTiter-Glo luminescence, 24 h; AID 463195; 330,000 tested, 1.4% active;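 active means inhibition of 40% or more at the single tested concentration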;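 further: wild-type TIM10 isogenic control strain grown at permissive 25 °C; 0% = DMSO yeast wells and 100% = minimal medium wells without yeast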
# APOBEC3G inh: inhibitors of human APOBEC3G DNA deaminase; 330,000 tested, 0.28% active; Q9HC16; recombinant A3G, ssDNA deamination FAM/TAMRA fluorescence; AID 493012; inhibition, % at 20 µM;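 active means inhibition of at least 40% at 20 µM, with no more than 30% in the related APOBEC3A deaminase screen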;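 further: plate controls were DMSO wells with A3G for no effect and wells lacking A3G enzyme for full effect; some compounds called inactive have numbers as strong as hits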
# Target sequence (Q9HC16 whole entry, looked up): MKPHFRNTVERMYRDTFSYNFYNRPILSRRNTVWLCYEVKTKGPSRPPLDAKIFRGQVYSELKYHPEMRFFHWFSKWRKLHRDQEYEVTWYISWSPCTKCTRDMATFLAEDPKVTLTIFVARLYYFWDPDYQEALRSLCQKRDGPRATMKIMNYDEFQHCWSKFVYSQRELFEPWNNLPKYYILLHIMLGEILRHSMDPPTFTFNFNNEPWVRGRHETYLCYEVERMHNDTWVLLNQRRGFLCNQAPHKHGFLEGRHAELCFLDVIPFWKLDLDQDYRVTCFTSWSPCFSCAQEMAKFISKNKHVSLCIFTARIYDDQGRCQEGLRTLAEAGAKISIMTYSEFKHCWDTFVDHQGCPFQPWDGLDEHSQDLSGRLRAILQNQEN
# * = called active by the depositor.
1) CCN1CCC[C@H]1CNC(=O)c1cc(S(N)(=O)=O)ccc1OC
2) Cc1cc(C)nc(-n2cc(C(=O)c3cc(F)ccc3O)cn2)n1
3) CC(=O)CC1(C)OC(N)=C(C#N)C1(C#N)C#N (stereo not given)
4) COc1ccc(OC)c(N(CC(=O)NCCSCc2ccco2)S(=O)(=O)c2ccc(OC)c(OC)c2)c1
5) Cc1ccc(C)c(Nc2c([N+](=O)[O-])ccc3nonc23)c1
6) COC(=O)CSc1nnc(-c2cccc(NC(=O)c3ccc(C)cc3)c2)n1C
7) Cc1nn(Cc2ccccc2Cl)c2sc(C(=O)OC3CCCC3=O)cc12 (stereo not given)
8) CCOc1cc(/C=C/c2ccc3cccc([N+](=O)[O-])c3n2)ccc1OCC(=O)N(C)C

Compound	1	2	3	4	5	6	7	8
NLRP3 yeast inh	5	13	13	1	-59	7	6	5
APOBEC3A inh	2	4	-2	0	-5	-3	2	2
APOBEC3G inh	0	-6	-2	-6	-12	-7	5	-9
mIAP block	6	7	5	4	5	-3	-5	10
tim10-1 inh	-6	25	2	-9	10	4	29	39
beta cell repl	-4	0	-1	1	-1	-3	-3	-3
hIAP block	-5	16	-12	16	29	-3	4	18
mIAP act	0.94	0.93	0.95	0.96	0.95	1	1	0.9
TIM10 inh	-3	16	2	15	-20	4	12	30

9) CCOc1ccc(-n2c(N)c(C(=O)NCc3ccco3)c3nc4ccccc4nc32)cc1
10) CCOc1ccc(NC(=O)COC(=O)CCC(=O)c2cccs2)cc1
11) CC1(C)CC(=NOC(=O)c2ccccc2)CC(C)(C)N1
12) CN1C(C(=O)c2ccccc2)=C(N)c2ccccc2S1(=O)=O
13) Cc1cccc(C)c1NC(=O)CN1CCN(C(=O)c2ccc(OCc3cn4ccccc4n3)cc2)CC1
14) COC(=O)CN1C(=O)C(O)(CC(=O)c2ccc(C)cc2)c2ccccc21 (stereo not given)
15) O=C(N1CCOCC1)N1CCN(S(=O)(=O)c2ccc(Cl)cc2)CC1
16) O=C(CCCOc1ccc(Cl)cc1Cl)Nc1ccccc1C(=O)O

Compound	9	10	11	12	13	14	15	16
NLRP3 yeast inh	10	-3	-2	19	16	11	22	-9
APOBEC3A inh	-1	-2	2	-5	2	-1	-2	-6
APOBEC3G inh	-2	-4	-7	-19	-2	2	-8	-2
mIAP block	5	-5	6	1	-12	2	5	-2
tim10-1 inh	9	12	-1	-15	-9	-4	8	12
beta cell repl	-2	-3	1	-1	-2	-2	1	-2
hIAP block	22	-3	19	2	15	37*	-16	2
mIAP act	0.95	1.1	0.94	0.99	1.1	0.98	0.95	1
TIM10 inh	5	14	-8	-27	-16	5	-9	-20

17) N=C1C(c2nc3ccccc3[nH]2)=C(O)CN1C1CCCCC1
18) CN(C)CC(=O)Nc1nc(-c2ccccc2)cs1
19) O=C(NCc1ccc(Cl)cc1Cl)c1ccc2nc[nH]c2c1
20) COc1ccccc1NC(=O)COc1ccc(C(=O)NC2CCCc3ccccc32)cc1OC (stereo not given)
21) CCOC(=O)C1CCc2sc(N)c(C#N)c21 (stereo not given)
22) CN(C)CCCOc1ccc2c(c1)Sc1ccccc1CC2=O
23) O=C(Nc1c2c(nn1-c1cccc(Cl)c1)CS(=O)(=O)C2)C1CC1
24) COC(=O)[C@H](Cc1ccccc1)NC(=O)NCc1ccccc1OC

Compound	17	18	19	20	21	22	23	24
NLRP3 yeast inh	2	0	-1	3	0	8	11	4
APOBEC3A inh	-3	1	2	0	0	-1	-3	-1
APOBEC3G inh	-3	-2	-5	0	-1	1	-9	-5
mIAP block	7	-5	10	0	27	4	3	5
tim10-1 inh	-15	-13	27	4	-9	12	5	15
beta cell repl	-2	-1	2	0	1	0	-2	1
hIAP block	-18	-21	-19	4	-7	-13	10	8
mIAP act	0.93	1	0.9	1	0.73	0.96	0.97	0.95
TIM10 inh	11	-7	-12	-5	6	9	-1	14

25) Cc1ccc(CSCc2ccc(C(=O)NC3CC3)o2)cc1
26) CCNc1ccc(C(=O)OCC(=O)c2cc(C)n(Cc3ccc4c(c3)OCO4)c2C)cc1[N+](=O)[O-]
27) Fc1ccc(COc2ccc(Cl)cc2/C=N/Nc2nc(N3CCCC3)nc(N3CCCC3)n2)cc1
28) O=C(Nc1cc(Oc2ccccc2)cc([N+](=O)[O-])c1)C12CC3CC(C1)CC(n1cnc(Cl)n1)(C3)C2
29) CCSc1nnc(NC(=O)c2cc3c(s2)CCCC3)s1
30) Clc1ccc(OCCCN2CCc3ccccc3C2)c(Br)c1
31) Cc1c(C(=O)NC2CCCc3ccccc32)oc2ccc(S(=O)(=O)N3CCOCC3)cc12 (stereo not given)
32) COCCNC(=O)CN1C(=O)CSc2ccc(S(=O)(=O)N3CCOCC3)cc21

Compound	25	26	27	28	29	30	31	32
NLRP3 yeast inh	24	0	0	9	-7	37	1	11
APOBEC3A inh	-7	1	-4	0	-3	-4	-2	-1
APOBEC3G inh	-5	1	-3	-6	-5	-7	-6	2
mIAP block	4	14	2	15	10	7	10	0
tim10-1 inh	5	1	-4	18	6	-37	18	-1
beta cell repl	2	-3	-4	-3	-2	-3	-2	-1
hIAP block	13	20	-21	-28	-25	12	-3	-9
mIAP act	0.96	0.86	0.97	0.85	0.9	0.93	0.9	1
TIM10 inh	-6	-3	1	23	-2	-15	-7	-6

# Entries by screen from above:
# Nos. 25–32 in mIAP act: 0.96, 0.86, 0.97, 0.85, 0.9, 0.93, 0.9, 1
# Nos. 25–32 in tim10-1 inh: 5, 1, -4, 18, 6, -37, 18, -1
# Nos. 25–32 in TIM10 inh: -6, -3, 1, 23, -2, -15, -7, -6

# (next part)
33) CC(=O)Nc1ccc(S(=O)(=O)Oc2cccc(/C=C3\SC(N)=NC3=O)c2)cc1
34) COc1ccccc1N1CCN(C(CNS(=O)(=O)c2ccccc2)c2cccnc2)CC1 (stereo not given)
35) O=C(CCCCCN1C(=O)c2ccccc2C1=O)Nc1nccs1
36) Cc1ccc(CNC(=O)CCC(=O)n2ncc3cc(C)ccc32)cc1
37) CC(C)(C)Cc1nnc(NC(=O)c2ccc([N+](=O)[O-])cc2)s1
38) OCC1(CCc2ccccc2)CCN(Cc2cc(F)ccc2-n2cccn2)CC1
39) O=C(O)c1[nH]c2ccccc2c1C(c1cc(Br)ccc1O)c1c(C(=O)O)[nH]c2ccccc12
40) O=C(Cn1nc(Cc2cccnc2)c2ccccc2c1=O)NCC1COc2ccccc2O1 (stereo not given)

Compound	33	34	35	36	37	38	39	40
NLRP3 yeast inh	9	17	13	39	-5	-8	9	15
APOBEC3A inh	-2	-3	4	1	0	3	-1	1
APOBEC3G inh	-3	5	-3	-2	-6	-5	1	4
mIAP block	-11	-6	4	-8	7	-10	32	3
tim10-1 inh	-2	22	8	-26	7	5	17	14
beta cell repl	-1	-2	0	1	-2	2	-4	-1
hIAP block	-11	-30	0	-4	1	5	-6	13
mIAP act	1.1	1.1	0.96	1.1	0.93	1.1	0.68	0.97
TIM10 inh	11	7	-16	-16	17	-11	0	1

# Among those listed so far, 4 have a furan ring, fused or not.
4) COc1ccc(OC)c(N(CC(=O)NCCSCc2ccco2)S(=O)(=O)c2ccc(OC)c(OC)c2)c1
9) CCOc1ccc(-n2c(N)c(C(=O)NCc3ccco3)c3nc4ccccc4nc32)cc1
25) Cc1ccc(CSCc2ccc(C(=O)NC3CC3)o2)cc1
31) Cc1c(C(=O)NC2CCCc3ccccc32)oc2ccc(S(=O)(=O)N3CCOCC3)cc12 (stereo not given)

Compound	4	9	25	31
NLRP3 yeast inh	1	10	24	1
APOBEC3A inh	0	-1	-7	-2
APOBEC3G inh	-6	-2	-5	-6
mIAP block	4	5	4	10
tim10-1 inh	-9	9	5	18
beta cell repl	1	-2	2	-2
hIAP block	16	22	13	-3
mIAP act	0.96	0.95	0.96	0.9
TIM10 inh	15	5	-6	-7

# The list continues.
41) Cc1ccc(C(C(=O)NC2CCCCC2)N(Cc2ccco2)C(=O)C2COc3ccccc3O2)o1 (stereo not given)
42) CC(=O)C(C(C)=O)c1cc(NS(=O)(=O)c2ccccc2)ccc1NS(=O)(=O)c1ccccc1
43) Cc1c(-n2c(-c3ccccc3)nc3ccccc3c2=O)c(=O)n(-c2ccccc2)n1C
44) CCC(OC(=O)C(C)N1C(=O)C(=O)c2ccccc21)C(=O)Nc1ccccc1OC (stereo not given)
45) O=C(N/C(=C/c1cccnc1)C(=O)N1CCOCC1)c1ccco1
46) Cc1ccc2oc(C(=O)N3CCC(O)(c4cccc(C(F)(F)F)c4)CC3)c(C)c2c1
47) CN(C)c1cc[n+](CC(=O)Nc2ccc(OC(F)F)cc2)cc1

Compound	41	42	43	44	45	46	47
NLRP3 yeast inh	11	19	1	4	6	12	-3
APOBEC3A inh	-1	-1	-8	-5	-4	-1	48*
APOBEC3G inh	-4	-7	-8	-12	-9	-9	11
mIAP block	-23	-3	1	0	-10	-1	-2
tim10-1 inh	15	9	7	8	5	3	1
beta cell repl	-5	0	-3	-5	4	-4	-1
hIAP block	-13	-1	2	18	0	-1	-6
mIAP act	1.2	1	0.99	1	1.1	1	1
TIM10 inh	29	3	-8	22	5	9	-3

# Five entries already listed, arranged by molar mass, ascending.
47) CN(C)c1cc[n+](CC(=O)Nc2ccc(OC(F)F)cc2)cc1
43) Cc1c(-n2c(-c3ccccc3)nc3ccccc3c2=O)c(=O)n(-c2ccccc2)n1C
44) CCC(OC(=O)C(C)N1C(=O)C(=O)c2ccccc21)C(=O)Nc1ccccc1OC (stereo not given)
46) Cc1ccc2oc(C(=O)N3CCC(O)(c4cccc(C(F)(F)F)c4)CC3)c(C)c2c1
41) Cc1ccc(C(C(=O)NC2CCCCC2)N(Cc2ccco2)C(=O)C2COc3ccccc3O2)o1 (stereo not given)

Compound	47	43	44	46	41
NLRP3 yeast inh	-3	1	4	12	11
APOBEC3A inh	48*	-8	-5	-1	-1
APOBEC3G inh	11	-8	-12	-9	-4
mIAP block	-2	1	0	-1	-23
tim10-1 inh	1	7	8	3	15
beta cell repl	-1	-3	-5	-4	-5
hIAP block	-6	2	18	-1	-13
mIAP act	1	0.99	1	1	1.2
TIM10 inh	-3	-8	22	9	29

# Bioassay records deposited in PubChem BioAssay by Sanford-Burnham Center for Chemical Genomics.
